# Pin1 inh: blocks the human prolyl isomerase Pin1; Pin1 FP peptide displacement, HiFluor488, 10 min; Potency, µM (doses to about 115 µM), without a hit: at the highest dose activity, negative = inhibition, most hits filed as inhibitors; AID 504891; Q13526; 0.009% of 390,000 active; active = well fitted inhibition curve with a large enough effect in the polarisation, with a control signal flat, not every such curve was filed as active; inconclusive = small, poorly fitted or top-dose-only effect, or effect the other way, or a change in a side signal; inactive = no such curve, though single readings can be large or run the other way; the % refers to the polarisation; also: potency is read from the fitted curve at half-maximal effect; % is scaled to controls: 0 for no effect and ±100 for the full control effect
# Target sequence (Q13526 whole entry, looked up): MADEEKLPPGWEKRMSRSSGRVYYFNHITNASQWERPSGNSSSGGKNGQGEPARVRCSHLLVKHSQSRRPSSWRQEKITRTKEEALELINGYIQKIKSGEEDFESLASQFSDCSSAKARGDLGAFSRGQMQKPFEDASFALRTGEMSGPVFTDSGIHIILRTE
# BAZ2B inh: blocks human BAZ2B; Potency, µM (series often up to 114 µM), without a hit: at the highest dose activity change, negative = inhibition, usual class: inhibitors; AlphaScreen BAZ2B-H3K14Ac peptide displacement; 4.4% of 360,000 active; Q9UIF8; also: potency is read from the fitted curve at half-maximal effect; % is scaled to controls: 0 for no effect and ±100 for the full control effect; nearly all actives have a fitted effect of over 60% in size
#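 BAZ2B 50 nM plus b-H3(5-23)K14Ac 50 nM, PBS pH 7.4/0.01% Tween-20, 30 min RT; compound added (max 110 uM), 30 min RT; streptavidin donor/Ni-chelate acceptor beads 10 ug/mL final, 20 min dark; AlphaScreen read.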
# GLS inhibitor: blocks human kidney-isoform glutaminase activity | O94925 | GLS enzymatic activity, qHTS titration | Potency, µM (titrated, usually from 45.5 µM), without a hit: top-dose activity change, negative = inhibition, usual class: inhibitors | 0.21% of 410,000 active; also: potency is read from the fitted curve at half-maximal effect; % is scaled to controls: 0 for no effect and ±100 for the full control effect
# Target sequence (O94925 whole entry, looked up, canonical isoform): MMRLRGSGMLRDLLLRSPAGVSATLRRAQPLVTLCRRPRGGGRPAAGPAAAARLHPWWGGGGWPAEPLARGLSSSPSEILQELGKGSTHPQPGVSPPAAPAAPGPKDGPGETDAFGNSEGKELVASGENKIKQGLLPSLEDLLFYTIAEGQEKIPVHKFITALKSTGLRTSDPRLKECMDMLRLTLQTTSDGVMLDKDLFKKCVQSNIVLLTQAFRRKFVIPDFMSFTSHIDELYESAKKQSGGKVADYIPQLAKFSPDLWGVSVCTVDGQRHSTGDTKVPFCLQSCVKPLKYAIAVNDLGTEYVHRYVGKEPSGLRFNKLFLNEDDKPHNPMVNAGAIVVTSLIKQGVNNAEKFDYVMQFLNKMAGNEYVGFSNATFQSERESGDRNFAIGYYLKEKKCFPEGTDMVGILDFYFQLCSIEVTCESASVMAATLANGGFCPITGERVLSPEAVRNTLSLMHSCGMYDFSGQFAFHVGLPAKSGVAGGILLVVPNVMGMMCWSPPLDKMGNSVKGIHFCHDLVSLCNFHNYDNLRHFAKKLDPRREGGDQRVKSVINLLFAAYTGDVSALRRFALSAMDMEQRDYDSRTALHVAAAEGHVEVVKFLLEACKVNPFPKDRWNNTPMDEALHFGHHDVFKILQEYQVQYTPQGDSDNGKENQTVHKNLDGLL
#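 Assay buffer: 45 mM KH2PO4 pH 8.2, 0.02% Tween-20. hKGA acts on L-glutamine (1 mM solution added); product glutamate is reported by an oxidase/peroxidase Amplex Red coupling, with fluorescence taken at baseline and 30 min.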
# G9a block: blocks human histone lysine methyltransferase G9a. Potency, µM (titrated, usually from 102 µM), inactives show at the highest dose activity, negative = inhibition, usual class: inhibitors. 8.8% of 350,000 active. G9a H3K9 monomethylation, AlphaScreen, 2 h; also: potency is read from the fitted curve at half-maximal effect; % is scaled to controls: 0 for no effect and ±100 for the full control effect; nearly all actives have a fitted effect of over 75% in size
#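 Enzyme 20 nM + cpd, 15 min RT; add b-H3K9 pep 500 nM / SAM 20 uM; 2 h RT; anti-H3K9me1 Ab 0.5 ug/mL + SA donor / anti-rabbit acceptor beads 20 ug/mL each, 10 min; AlphaScreen read.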
# ERG Ets-DNA blk: ERG Ets/DNA interaction inhibition; P11308; fluorescence polarization, His-ERG Ets domain / labelled DNA; Potency, µM (doses to about 76.9 µM), without a hit: at the top dose FP activity, negative = inhibition, most hits filed as inhibitors; 0.028% of 370,000 active; AID 624246; active = well fitted inhibition curve with a large enough effect in the polarisation, with a control signal flat; inconclusive = small, poorly fitted or top-dose-only effect, or effect the other way, or a change in a side signal; inactive = no such curve, though single readings can be large or run the other way; the % refers to the polarisation;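 also: polarization taken with two DNA probes labelled with fluorescein and Texas red; potency is read from the fitted curve at half-maximal effect; % of control where 0% means no effect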
#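 His-tagged ERG Ets domain (1 uM in the protein solution; 300mM KCl, 50mM Tris-HCl, 1mM EDTA, 1mM DTT, pH 7.5) received compound, then a probe mix of 5 nM fluorescein-DNA and 100nM Texas-615-DNA. Fluorescence polarization was read for both dyes.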
# PGK inhibitor: inhibitors of T. brucei phosphoglycerate kinase; P07378; PGK/GAPDH coupled, Kinase-Glo luminescence, 60 min; Potency, µM (titrated, usually from 57.5 µM), for inactives: at the top dose activity change, negative = inhibition, usual class: inhibitors; 0.043% of 380,000 active; AID 602233; also: potency is read from the fitted curve at half-maximal effect; % is scaled to controls: 0 for no effect and ±100 for the full control effect; nearly all actives have a fitted effect of over 60% in size
#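 Luminescent ATP detection (Kinase-Glo Plus) follows a 60-minute room-temperature incubation, with wells lacking PGK as controls. Buffer: 100 mM TEA (pH 7.6), 5 mM MgCl2, 0.01% Tween-20. Coupling enzyme GAPDH (100 nM final) supplies unstable 1,3-BPG in-well.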
# JMJD2A Tudor: inhibitors of human JMJD2A Tudor domain. O75164. AlphaScreen JMJD2A-Tudor / H3K4me3 peptide binding. Potency, µM (highest dose often 114 µM), without a hit: at the top dose activity change, negative = inhibition, usual class: inhibitors. 4.4% of 390,000 active. AID 504339; also: potency is read from the fitted curve at half-maximal effect; % is scaled to controls: 0 for no effect and ±100 for the full control effect; nearly all actives have a fitted effect of over 50% in size
# PI4K2A block: inhibitors of human PI4K2A. AID 1346378. 0.13% of 420,000 active. purified PI4K2A, ADP-Glo luminescence, 1 h; stronger effect = lower value. activity change, negative = inhibition, % at 76.9 µM. Q9BTU6; in the data active = activity change below about -50%; inconclusive = mostly about -30% to -49%;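 also: -100% = wells without enzyme as full effect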
#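 PI4K2A activity was measured by ADP-Glo luminescence: enzyme (4 ug/mL stock) and phosphatidylinositol (1.2 mM stock) in Tris pH 7.5/MgCl2/EGTA/Triton X-100 buffer were reacted with ATP (300 microM stock) for one hour at ambient temperature.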
# HP1b chromo inh: inhibitors of HP1-beta chromodomain binding to methylated histone tails; P83916; AlphaScreen HP1-beta / biotin-H3K9me3 peptide binding; Potency, µM (highest dose often 114 µM), inactives show at the top dose activity change, negative = inhibition, actives largely listed as inhibitors; 0.56% of 390,000 active; also: potency is read from the fitted curve at half-maximal effect; nearly all actives have a fitted effect of over 70% in size; inactives centre near 23
# Target sequence (P83916 whole entry, looked up): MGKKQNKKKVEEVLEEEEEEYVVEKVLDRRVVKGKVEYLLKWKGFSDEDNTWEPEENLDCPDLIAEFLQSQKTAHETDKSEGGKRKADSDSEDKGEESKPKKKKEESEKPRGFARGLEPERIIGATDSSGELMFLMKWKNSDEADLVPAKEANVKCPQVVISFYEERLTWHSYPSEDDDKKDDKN
#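 Compound inhibition of the preformed complex between 50 nM HP1-beta and 50 nM biotinylated H3K9me3 peptide was read by AlphaScreen. Buffer was PBS pH 7.4 with 0.01% Tween-20. Incubations ran 30 min at room temperature, with 10 ug/mL donor/acceptor beads.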
# * hit, by the source's call; i = inactive; ? = inconclusive; . = no result given; [ ] = another dose, or the depositor's remark. Unless noted, calls follow the shape of the dose curve; as a rule, active = well fitted curve in the direction sought with a large enough effect; inconclusive = small, poorly fitted or top-dose-only effect, or another doubt; inactive = no such curve, though single readings can be large; an effect the other way counts as inactive or inconclusive.
canonical_smiles	BAZ2B inh	G9a block	JMJD2A Tudor	ERG Ets-DNA blk	Pin1 inh	PGK inhibitor	GLS inhibitor	PI4K2A block	HP1b chromo inh
CCC(=O)c1ccc(OCc2ccc(C(=O)c3ccccc3)cc2)cc1	-2%	47%[activator][12.7 µM]	-2%	-10%	-1%	-6%	-1%	3	38%[activator]
Fc1ccc(NCc2nnc(SCc3nnc(-c4ccccc4)o3)n2CC2CCCO2)cc1 (stereo not drawn)	1%	14%[12.7 µM]	-16%[57.1 µM]	0%	-8%	i	-7%	3	7%
Cc1ccc(CNC(=O)c2ccc(Br)o2)cc1	-22%	-57%[12.7 µM]	-9%	.	-7%	.	5%	-2	8%
Cc1cc(C)n2nc(/C(C#N)=C/c3ccccn3)c(C#N)c2n1	-34%	?	-31%	21%	1%	-6%	2%	-1	-7%
CCOC(=O)COc1ccc(S(=O)(=O)Nc2ccc3c(c2)OCO3)cc1	2%	?	-19%	2%	-1%	.	-3%	-2	-3%
CCOc1ccc(OCC)c(NS(=O)(=O)c2c(C(=O)N3CCC(C)CC3)c(C)n(C)c2C)c1	-31%	17%[59 µM]	-13%	6%	5%	-8%	9%	2	24%
Cc1ccc(C(=O)c2cn(Cc3ccccc3)c3ccccc3c2=O)cc1	-13%[57.1 µM]	-6%[59 µM]	-23%	4%	-8%	i	0%	3	27%
COc1ccc(-n2c(SCC(=O)Nc3ccc(C(N)=O)cc3)nc3c([nH]c4ccccc43)c2=O)cc1OC	-30%	11%	-14%	1%	16%	4%	0%	-12	25%
Cc1ccc(C(=O)Nc2cccc([N+](=O)[O-])c2)cc1S(=O)(=O)Nc1ccc(NC(=O)c2ccccc2)cc1	-36%	?	-8%	-1%	4%	i	3%	3	13%
O=C(CN(C(=O)CNC(=O)c1cccs1)c1ccc(F)cc1)NC1CCCC1	3%	-10%[59 µM]	1%	8%	2%	i	-12%	2	-17%
O=C(COc1ccccc1F)Nc1nnc(S(=O)(=O)N2CCCCCC2)s1	-1%	-7%[59 µM]	-10%	-1%	0%	-3%	-1%	5	28%
COc1cccc(CN2CCNC(=O)C2CC(=O)N(C)CC2CCOCC2)c1 (stereo not drawn)	-20%	-8%	-5%	8%	-11%	i	0%	-1	21%
CCCCc1nc2ccccc2c(=O)n1NC(=O)c1c(O)c2ccccc2n(C)c1=O	-8%	.	-6%	6%	-1%	0%	0%	2	40%[activator]
CNS(=O)(=O)c1ccc(CCC(=O)N2CCOCC2)cc1	.	.	?	-2%	1%	8%	14%	-1	-20%
O=C(CSc1nnc(Cn2nnc(-c3ccccc3)n2)n1-c1ccccc1)Nc1ccc(F)cc1	-1%	-34%[12.7 µM]	17%	0%	0%	0%	.	5	16%
CC(C)(C)NCC(O)COCc1ccc(Cl)cc1 (stereo not drawn)	6%	-32%[12.7 µM]	-10%[11.4 µM]	0%	9%	10%	32%[activator]	-2	1%
Cc1ccc(CNCCCSc2nc(C)cc(C)n2)cc1	-28%	-23%	-5%	8%	-4%	8%	-2%	-14	16%
COc1ccc(-c2ncn(CCC#N)c2[N+](=O)[O-])cc1	.	-2%	-21%	-10%	-5%	-8%	?	3	26%
CC(=O)c1ccc(N2CCN(C(=O)CCc3nnc4n(C)c(=O)c5sccc5n34)CC2)cc1	5%	12%[59 µM]	-17%	1%	1%	-6%	2%	0	29%
CCN(CC)S(=O)(=O)c1ccc(C(O)=C(C#N)c2nc3ccccc3n2C)cc1	.	.	-12%	2%	2%	-1%	5%	-1	31%
Cc1noc2ncnc(N3CCCC(C(=O)NC(C)C)C3)c12 (stereo not drawn)	3%[57.1 µM]	-5%[59 µM]	-7%	5%	-12%	6%	23%	-1	4%
CCCCCCOC(=O)/C=C/c1c(C)[nH]c(=O)[nH]c1=O	-5%	-13%[59 µM]	6%	2%	-4%	-11%	-8%	-3	31%[activator]
Cc1ccc(S(=O)(=O)N2CCN(C)CC2)cc1C(=O)NC1CCCCC1	9%	107%[activator]	-1%	9%	1%	-10%	9%	-7	15%
CC(C)(C)c1n[nH]c(=S)n(/N=C/c2cccs2)c1=O	-3%	-11%[59 µM]	-8%	7%	-4%	-6%	-5%	-2	40%[activator]
CCOc1ccc(NC(=O)C2CC(=O)N(CC)C(=Nc3ccc4c(c3)OCO4)S2)cc1 (stereo not drawn)	-6%	8%[12.7 µM]	-13%	.	?	.	3%	-2	29%
COc1ccc(CNC(=O)CNS(=O)(=O)c2ccc(Cl)cc2)cc1	10%	-3%[59 µM]	-6%	-1%	5%	0%	2%	-17	18%
CC(C)CNC(=O)c1cccc(NC(=O)C(C)C)c1	-3%	11%[59 µM]	-2%	-6%	1%	i	-14%	3	36%
C=CCn1c(C)cc(-c2csc(NC)n2)c1C	.	8.9µM*	40µM*	-3%	?	-4%	-3%	-13	?
COc1ccc(CCNC(=O)c2cc(-c3ccc(C)cc3O)n[nH]2)cc1OC	3%	?	-11%	-8%	0%	-6%	-4%	-2	40%[activator]
O=C(O)C(Cc1ccccc1-c1ccccc1)C(=O)O	-18%	?	-13%	-4%	-1%	-4%	3%	-4	22%
COc1ccc(NC(=O)N2CCCC2C(=O)Nc2cccc(C)c2C)cc1 (stereo not drawn)	-14%	22%	-1%	-7%	-2%	-3%	-9%	0	62%[activator]
CCN(c1ccc(NC(=O)COC(=O)C2CCN(c3ccc(C(F)(F)F)cn3)CC2)cc1)C(C)C	.	.	10µM*	12%	9%	i	11%	4	?
C=C1CCC[C@]2(C)C[C@H]3OC(=O)C(CN4CC(C)OC(C)C4)[C@H]3C[C@@H]12 (stereo partly drawn)	-7%	-29%	-7%	-6%	0%	-9%	0%	-7	46%[activator]
O=C(NCc1ccccc1)C1=C[C@@H](C2CCCCC2)C[C@@H](OCCCCO)O1	.	.	-24%	1%	4%	-5%	16%	-5	16%
COc1c[nH]n(-c2ccccc2)c(=O)c1=O	.	.	-34%	-3%	-16%	-1%	29%	-2	29%
Cc1ccccc1Cn1nc(C)c(NC(=O)c2nc3n(n2)C(C(F)F)CC(C)N3)c1C (stereo not drawn)	?	-7%[59 µM]	10%	5%	1%	0%	3%	0	32%
O=C(O)c1ccc2nc(CO)[nH]c2c1	-37%	?	?	-12%	1%	i	-6%	-2	25%
Cc1cnc(NC(=O)CSc2nnc(N)s2)s1	-18%	-26%	?	-4%	?	i	8%	-2	6%
COc1ccc(-c2nc3n(n2)C(c2cccnc2)C(C(N)=O)=C(C)N3)cc1 (stereo not drawn)	3%	16%[59 µM]	-7%	2%	?	-4%	3%	-3	46%[activator]
O=C(NC(=S)NCc1ccccc1)c1ccccc1Br	-30%	13%[0.501 µM]	2%	-7%	-3%	9%	-2%	-2	34%

# Five entries from above, ordered by the number in PGK inhibitor, smallest number first:
canonical_smiles	BAZ2B inh	G9a block	JMJD2A Tudor	ERG Ets-DNA blk	Pin1 inh	PGK inhibitor	GLS inhibitor	PI4K2A block	HP1b chromo inh
C=C1CCC[C@]2(C)C[C@H]3OC(=O)C(CN4CC(C)OC(C)C4)[C@H]3C[C@@H]12 (stereo partly drawn)	-7%	-29%	-7%	-6%	0%	-9%	0%	-7	46%[activator]
O=C(NCc1ccccc1)C1=C[C@@H](C2CCCCC2)C[C@@H](OCCCCO)O1	.	.	-24%	1%	4%	-5%	16%	-5	16%
COc1ccc(-c2nc3n(n2)C(c2cccnc2)C(C(N)=O)=C(C)N3)cc1 (stereo not drawn)	3%	16%[59 µM]	-7%	2%	?	-4%	3%	-3	46%[activator]
COc1c[nH]n(-c2ccccc2)c(=O)c1=O	.	.	-34%	-3%	-16%	-1%	29%	-2	29%
O=C(NC(=S)NCc1ccccc1)c1ccccc1Br	-30%	13%[0.501 µM]	2%	-7%	-3%	9%	-2%	-2	34%

# (further entries)
canonical_smiles	BAZ2B inh	G9a block	JMJD2A Tudor	ERG Ets-DNA blk	Pin1 inh	PGK inhibitor	GLS inhibitor	PI4K2A block	HP1b chromo inh
O=C(Nc1ccc(Cl)cn1)C1CCCN1S(=O)(=O)c1ccccc1 (stereo not drawn)	3%	-41%	11%[11.4 µM]	4%	-3%	i	1%	-6	29%
Cc1cc(C)n2cc(CSc3ncccc3C(=O)O)nc2n1	?	?	?	2%	3%	-2%	-5%	-13	37%[activator]
Cc1ccc(S(=O)(=O)NCCc2csc(-c3ccc(Cl)cc3)n2)cc1	12%	1%[59 µM]	9%	-1%	-4%	3%	-8%	-4	39%
COc1cccc(NS(=O)(=O)c2ccc(-n3cccn3)cc2)c1	-6%	.	-22%	1%	0%	-1%	5%	3	13%
CC(C)CC(=O)Nc1ccc(-c2nnn(CC(=O)NCc3ccco3)n2)cc1	-14%	8%	-10%	11%	31%[activator]	-6%	0%	-4	23%
O=C(Nc1ccc(Cl)cc1)Nc1ccc(Br)cn1	1%	-11%	?	4%	-9%	-1%	52%[activator]	2	12%
CCN(CC)S(=O)(=O)c1cccc(NC(=O)COC(=O)/C=C/c2ccco2)c1	50µM*	16µM*	-15%	-9%	-11%	-12%	-1%	1	5%

# Random draw from the library; 11% or so of the library scored in one or more.
